Screening results (PubChem BioAssay)
Glioma ERSR ind: induces the endoplasmic reticulum stress response in human glioma cells; U87-MG GRP78 promoter luciferase reporter, 16 h; hit rate 0.02% among 420,000; Potency, µM, for the others: at the top dose activation, actives largely listed as activators; AID 602332; note: potency is the fitted concentration of half-maximal effect; series mostly up to about 76 µM; % of control where 0% means no effect; nearly all actives have a fitted effect of over 35% in size
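Stably transfected U87-MG glioma cells carrying a GRP78-based luciferase sensor; 16 h compound incubation. Luminescence end-point read 10 min after Bright-Glo addition at room temperature.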
mIDH1 inhibitor: blocks human mutant IDH1 R132H enzyme | O75874 | IDH1-R132H enzyme, NADPH consumption, diaphorase/resazurin fluorescence | Potency, µM (top dose mostly 76.6 µM), inactives show top-dose activity change, negative = inhibition, usual class: inhibitors | hit rate 0.093% among 390,000; note: potency is the fitted concentration of half-maximal effect; % is set by controls: 0 for no effect and ±100 for the full control effect; nearly all actives have a fitted effect of over 65% in size
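IDH1-R132H (0.5 ug/mL dispensed) in pH 7.5 Tris buffer was preincubated 30 min with compound, then given a substrate mix of 0.016 mM NADPH and 2 mM alpha-KG for 80 min at room temperature; remaining NADPH was read by diaphorase/resazurin fluorescence.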
RGS4 inh: blocks human RGS4-accelerated GTP hydrolysis | Potency, µM (titrated, usually from 114 µM), for inactives: top-dose activity change, negative = inhibition, hits mostly inhibitors | hit rate 0.039% among 390,000 | P49798 | Transcreener GDP fluorescence polarization, RGS4-accelerated GTP hydrolysis | AID 504845; note: potency is the fitted concentration of half-maximal effect; % is set by controls: 0 for no effect and ±100 for the full control effect; nearly all actives have a fitted effect of over 75% in size; some results filed as inactive show a strong effect at the top dose
Target sequence (P49798 whole entry, looked up): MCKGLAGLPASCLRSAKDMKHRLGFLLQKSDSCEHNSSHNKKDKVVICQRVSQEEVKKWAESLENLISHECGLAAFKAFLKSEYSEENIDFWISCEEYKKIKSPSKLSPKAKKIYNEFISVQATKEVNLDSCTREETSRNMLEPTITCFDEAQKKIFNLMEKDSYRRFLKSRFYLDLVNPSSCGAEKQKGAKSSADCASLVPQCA
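MLSMR compounds (23 nl, pin-transferred) preincubated 10 min at room temperature with a 500nM (2x) first reagent, then RGS4 at 900nM (2x) plus Transcreener GDP mix added; fluorescence polarization (620/688 nm) read before and after 90 min at 30 °C.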
LDHA block: blocks human lactate dehydrogenase A; P00338; purified LDHA, NADH/diaphorase-resazurin fluorescence; stronger effect = lower value; activity change, % (values are at about 110 or 230 µM); hit rate 0.15% among 480,000; AID 1347041; in the data active = activity change below about -30%; inconclusive = mostly about -25% to -30%;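 note: plate controls were DMSO wells for no effect and wells without enzyme for full effect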
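Human LDH5 at 2 nM final in Tris HCl pH 7.4 with 0.06 mM NADH and 0.2 mM pyruvate, reacted 5 minutes at room temperature. Remaining NADH coupled via diaphorase/resazurin; resorufin fluorescence read at 0 and 20 minutes, normalized to enzyme-free and DMSO wells.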
TrxR1 substrate: substrates of rat thioredoxin reductase 1; O89049; purified TrxR1 substrate turnover, NADPH consumption readout; Potency, µM (doses to about 114 µM), inactives show at the highest dose activity change, negative = substrate turnover; hit rate 0.01% among 390,000; AID 588456; note: potency is the fitted concentration of half-maximal effect; % is set by controls: 0 for no effect and ±100 for the full control effect; nearly all actives have a fitted effect of over 50% in size
Target sequence (O89049 whole entry, looked up): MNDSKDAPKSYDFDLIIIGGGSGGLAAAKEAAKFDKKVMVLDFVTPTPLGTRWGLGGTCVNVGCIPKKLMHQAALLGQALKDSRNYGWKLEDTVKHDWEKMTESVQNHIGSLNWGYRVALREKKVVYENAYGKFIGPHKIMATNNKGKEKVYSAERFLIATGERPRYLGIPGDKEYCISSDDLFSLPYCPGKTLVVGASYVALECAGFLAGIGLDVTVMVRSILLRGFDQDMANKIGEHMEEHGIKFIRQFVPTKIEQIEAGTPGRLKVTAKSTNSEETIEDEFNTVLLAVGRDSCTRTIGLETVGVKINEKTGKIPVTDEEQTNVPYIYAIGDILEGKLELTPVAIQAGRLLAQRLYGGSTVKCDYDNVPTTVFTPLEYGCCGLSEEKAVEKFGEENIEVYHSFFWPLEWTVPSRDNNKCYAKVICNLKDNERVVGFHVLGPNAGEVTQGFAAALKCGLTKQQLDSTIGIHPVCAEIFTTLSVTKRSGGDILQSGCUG
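Rat TrxR1, dispensed at 90 nM, was prereduced with 400 uM NADPH (final) for 5 min at ~22 deg C, then incubated with compound 15 min before 400 uM selenite. A first-read NADPH fluorescence drop versus no-compound background flagged substrates.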
TrxR1 inh: inhibitors of rat thioredoxin reductase 1; O89049; recombinant rTrxR1, NADPH fluorescence consumption, selenite substrate; Potency, µM (series often up to 114 µM), for the others: at the top dose activity change, negative = inhibition, most hits filed as inhibitors; hit rate 1% among 390,000; note: potency is the fitted concentration of half-maximal effect; % is set by controls: 0 for no effect and ±100 for the full control effect; nearly all actives have a fitted effect of over 65% in size
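Rat TrxR1 (90 nM in the dispensed reagent) was pre-reduced with 400 uM NADPH for 5 min at room temperature, then incubated with compound for 15 min. After 400 uM selenite was added, NADPH fluorescence (Ex 340/Em 450 nm) was followed for 8 min.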
Vif-A3F inh: inhibitors of Vif-A3F interaction; HeLa A3F-eYFP + Vif (tagged APOBEC3F with the HIV-1 protein that degrades it), YFP fluorescence increase; Potency, µM (highest dose often 46.1 µM), for inactives: top-dose activity, negative = active; hit rate 0.2% among 390,000; note: potency is the fitted concentration of half-maximal effect; % of control where 0% means no effect; nearly all actives have a fitted effect of over 65% in size
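HeLa cells stably expressing A3F-eYFP plus Vif, plated and incubated overnight at 37 deg C, then exposed to compounds overnight at 37 deg C. Blocked degradation read as raised yellow fluorescence (Ex 488/Em 500-530).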
USP1-UAF1 inh: blocks the human USP1/UAF1 deubiquitinase complex | recombinant USP1/UAF1, Ub-Rhodamine cleavage fluorescence | AID 743255 | Potency, µM (highest dose often 57.1 µM), inactives show at the top dose activity change, negative = inhibition, hits mostly inhibitors | hit rate 0.23% among 390,000 | O94782; note: potency is the fitted concentration of half-maximal effect; % is set by controls: 0 for no effect and ±100 for the full control effect; nearly all actives have a fitted effect of over 60% in size; inactives centre near -12
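1 nM enzyme complex + cpd, 15 min RT; start with Ub-Rho 150nM final; kinetic fluorescence ex 480/em 540, 6 reads q60 s. Buffer 50mM HEPES pH 7.8, 0.5mM EDTA, 0.1 mg/ml BSA, 1mM TCEP, 0.01% Tween-20.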
Vif-APOBEC3G blk: inhibitors of Vif-APOBEC3G interaction; Potency, µM (highest dose often 46.1 µM), without a hit: at the top dose activity, negative = active, usual class: inhibitors; Q9HC16; HeLa A3G-eYFP + Vif (tagged APOBEC3G with the HIV-1 protein that degrades it), YFP fluorescence, overnight; hit rate 0.076% among 410,000;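 note: potency is the fitted concentration of half-maximal effect; % is set by controls: 0 for no effect and ±100 for the full control effect; nearly all actives have a fitted effect of over 60% in size; hits raise eYFP signal because A3G escapes Vif-driven loss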
Target sequence (Q9HC16 whole entry, looked up): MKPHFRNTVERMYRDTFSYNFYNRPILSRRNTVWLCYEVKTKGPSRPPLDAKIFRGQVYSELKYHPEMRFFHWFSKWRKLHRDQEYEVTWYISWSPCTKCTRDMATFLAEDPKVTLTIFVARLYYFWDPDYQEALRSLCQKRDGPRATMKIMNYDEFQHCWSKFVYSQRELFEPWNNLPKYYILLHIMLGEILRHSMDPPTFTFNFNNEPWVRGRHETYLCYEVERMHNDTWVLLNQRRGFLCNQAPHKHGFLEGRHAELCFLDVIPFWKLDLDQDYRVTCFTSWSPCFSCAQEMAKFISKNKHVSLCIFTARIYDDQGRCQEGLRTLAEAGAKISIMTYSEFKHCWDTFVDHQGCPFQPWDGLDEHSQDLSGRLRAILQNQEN
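HeLa cells stably expressing Vif and C-terminally eYFP-tagged A3G, seeded overnight at 37 deg C, then exposed to compound by pintool overnight at 37 deg C. Rise in yellow fluorescence (Ex 488/Em 500-530, Acumen) marks blocked Vif-driven A3G degradation.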
* marks the source's active call; other numbers are inactive results; u = inconclusive; x = not tested or not shown; & = joins results of further samples; [ ] = another dose, or the depositor's remark. Unless noted, calls come from the whole dose curve; as a rule, active = well fitted curve in the direction sought with a large enough effect; inconclusive = small, poorly fitted or top-dose-only effect, or another doubt; inactive = no such curve, though single readings can be large; an effect the other way counts as inactive or inconclusive. An excerpt; count on the stated rates, not on these rows.

SMILES	Glioma ERSR ind	mIDH1 inhibitor	RGS4 inh	LDHA block	TrxR1 substrate	TrxR1 inh	Vif-A3F inh	USP1-UAF1 inh	Vif-APOBEC3G blk
O=C(c1ccc2c(c1)OCO2)N1CCC2(CC1)Oc1ccc(F)cc1C(=O)C21CC(c2ccccc2)=NO1 (stereo not drawn)	0%	-8%	6%	-11	9%[57.1 µM]	24%[57.1 µM]	11%	22%	1%
Cn1c(CN2CCOCC2)nnc1SCc1ccc(C#N)cc1	-4%	12%	-2%	0	-6%	-6%	-4%	-25%	11%
COc1ccc(Cn2c(=O)n(Cc3ccco3)c(=O)c3oc4ccccc4c32)cc1	-3%	5%	-7%	0&3	17%	19%	u	12%	-1%
COc1ccc(C(C(=O)Nc2ccc(C(C)C)cc2)N(C)C(=O)c2ccc(=O)[nH]c2)cc1 (stereo not drawn)	-2%	-2%	u	7	2%[57.1 µM]	20%[57.1 µM]	-2%	1%	-1%
CCOC(=O)C1CCCN(CCc2ccccc2)C1 (stereo not drawn)	-2%	2%	1%	-16	-1%	6%	-7%	-10%	1%
CC(Sc1nc(C(C)(C)C)cc(-c2ccccc2)c1C#N)C(=O)Nc1ccccc1 (stereo not drawn)	-5%	-11%	u	-11	-4%	-1%	-3%	-9%	0%
Cc1ccccc1-c1nc(CS(=O)(=O)CC(=O)NCc2ccc3c(c2)OCO3)c(C)o1	0%	12%	10%	-1	14%	22%[57.1 µM]	-2%	-15%	0%
O=C(O)CC1Oc2ccc(Cl)cc2NC1=O (stereo not drawn)	-6%	-3%	-2%	-5	1%	23%	-3%	-11%	2%
CC(C)(CNC(=O)c1cccc(S(=O)(=O)NCc2ccccc2)c1)N1CCOCC1	-6%	1%	-7%	-3	-16%	-16%	3%	-15%	-1%
O=C1OCCC1Sc1nnc(-c2ccc3c(c2)OCO3)o1 (stereo not drawn)	-11%	1%	-8%	-1	-5%	21%	-3%	-12%	0%

Profiles from above. Values in the order: Glioma ERSR ind	mIDH1 inhibitor	RGS4 inh	LDHA block	TrxR1 substrate	TrxR1 inh	Vif-A3F inh	USP1-UAF1 inh	Vif-APOBEC3G blk
Entry for `CCOC(=O)C1CCCN(CCc2ccccc2)C1` (stereo not drawn) → -2%	2%	1%	-16	-1%	6%	-7%	-10%	1%
Entry for `O=C1OCCC1Sc1nnc(-c2ccc3c(c2)OCO3)o1` (stereo not drawn) → -11%	1%	-8%	-1	-5%	21%	-3%	-12%	0%

The list continues:
SMILES	Glioma ERSR ind	mIDH1 inhibitor	RGS4 inh	LDHA block	TrxR1 substrate	TrxR1 inh	Vif-A3F inh	USP1-UAF1 inh	Vif-APOBEC3G blk
Nc1nc(-c2ccccc2)c(-c2ccccc2)o1	-4%	2%	-6%	3	9%[57.1 µM]	16%[57.1 µM]	3%	0%	1%
CC1CC(C)CN(CCCNC(=O)c2ccc3nc(N4CCCCC4)sc3c2)C1 (stereo not drawn)	-2%	8%	-2%	-2	4%	8%	-4%	-22%	1%
Cn1c(=O)[nH]c(=O)c2c1nc(CN1CCOCC1)n2CCc1ccccc1	-3%	-3%	-9%	-4	10%[57.1 µM]	-15%[2.29 µM]	1%	-12%	1%
CCOc1ccc(NC(=O)c2cn(-c3ccc(OCC)cc3)c(=O)c3cc(OC)c(OC)cc23)cc1	-5%	3%	-23%[56.9 µM]	-4	6%	14%	2%	-9%	1%
COCCNC(=O)c1ccc2c(c1)ncn2-c1cccc(C)c1	2%	19%	40%	0	4%	14%	-5%	-5%	u
O=C(NCC1CCCN1S(=O)(=O)c1cccs1)c1ccc(F)c(F)c1 (stereo not drawn)	-6%	2%	-18%	0	-7%	-11%	7%	-10%	1%
CCCc1cc(=O)oc2cc(OCC(=O)N3CCN(C(=O)C4COc5ccccc5O4)CC3)ccc12 (stereo not drawn)	-3%	6%	2%	0	23%	16%	1%	-16%	-1%
Cc1ccc(CCNC(=O)CCCn2nc(C)c3c(C)n(-c4ccc(C)cc4)nc3c2=O)cc1	-1%&-3%	10%&9%	-22%&5%	-1&-9	-9%&-3%	-4%&10%	1%&-2%	-19%&-20%	-1%&1%
CCOc1cccc(C(=O)Nc2nnc(-c3cccs3)s2)c1	5%	-2%	-1%	-7	26%[57.1 µM]	18%[57.1 µM]	-9%	-14%	-3%
O=C(NC1CC2CCC(C1)N2Cc1ccccc1)c1cccc(F)c1 (stereo not drawn)	-3%	5%	24%	-11	-9%	15%	1%	-11%	0%
CCOc1ccc(NC(=O)COC(=O)CNC(=O)c2ccc(-c3ccccc3)cc2)cc1	5%	-17%	-3%	-19	-1%	18%	8%	-14%	2%
COc1ccccc1NC(=O)Nc1nc(CC(=O)Nc2ccc(N(C)C)cc2)cs1	1%	2%	-27%	-2	-8%	1%	-30%	-11%	-14%
FC(F)(F)c1nc2nccnc2[nH]1	-5%	0%	x	-2	x	x	-3%	-18%	0%
COc1ccc(C(=O)O/N=C(\N)c2ccccn2)c(OC)c1	-12%	9%	-5%	-7	10%	28%[57.1 µM]	-3%	u	-8%
Cc1cccc(-c2ncc(CN3CCN(C4CCCC4)C(CCO)C3)cn2)c1 (stereo not drawn)	-3%	2%	-24%	-1	-17%[57.1 µM]	23%[57.1 µM]	-15%	-8%	-2%
CCOc1ccccc1OCC(=O)NC1CCSc2ccccc21 (stereo not drawn)	1%	7%	x	-8	x	x	-14%	-6%	0%
CCc1cc2c(CN3CCN(CCO)CC3)cc(=O)oc2cc1O	2%	4%	-4%	5&-1&-2	443%[activator]	-33%	2%	-16%	1%
Nn1c(N2CCCCC2)nc2ccccc21	-5%	1%	-7%	-7	-7%	7%[57.1 µM]	-2%	-17%	-1%
NC(=O)CC(NC(=O)c1ccc(Br)cc1)c1ccc(N2CCC(Br)CC2)c([N+](=O)[O-])c1 (stereo not drawn)	-1%	9%	21%	-11	-10%	-11%	-3%	u	0%
c1ccc(COc2cccc(CN3CCN(c4ccccn4)CC3)c2)cc1	-2%	9%	2%	-16	3%	15%	-9%	-9%	-1%

3 compounds already listed, ordered by SMILES length, smallest number first.
SMILES	Glioma ERSR ind	mIDH1 inhibitor	RGS4 inh	LDHA block	TrxR1 substrate	TrxR1 inh	Vif-A3F inh	USP1-UAF1 inh	Vif-APOBEC3G blk
O=C(O)CC1Oc2ccc(Cl)cc2NC1=O (stereo not drawn)	-6%	-3%	-2%	-5	1%	23%	-3%	-11%	2%
O=C(NCC1CCCN1S(=O)(=O)c1cccs1)c1ccc(F)c(F)c1 (stereo not drawn)	-6%	2%	-18%	0	-7%	-11%	7%	-10%	1%
CCCc1cc(=O)oc2cc(OCC(=O)N3CCN(C(=O)C4COc5ccccc5O4)CC3)ccc12 (stereo not drawn)	-3%	6%	2%	0	23%	16%	1%	-16%	-1%

The list goes on.
SMILES	Glioma ERSR ind	mIDH1 inhibitor	RGS4 inh	LDHA block	TrxR1 substrate	TrxR1 inh	Vif-A3F inh	USP1-UAF1 inh	Vif-APOBEC3G blk
O=C(COc1ccc(Br)cc1)NCc1cn2ccccc2n1	-2%	0%	13%	-9	19%	31%	-4%	-13%	-5%
COc1ccc(/C=N\NC(=O)c2ccc(F)cc2)cc1COc1cc(F)ccc1[N+](=O)[O-]	-3%	-1%	17%	-9	-7%	-4%	1%	-11%	-19%
C/C(CC(=O)NC(C)C)=N\NC(=O)C(c1ccccc1)c1ccccc1	-2%	0%	-8%	-3	-6%[57.1 µM]	-24%[57.1 µM]	-4%	-8%	1%
O=C(CNC(=O)c1ccc2c(c1)OCO2)Nc1ncccc1O	-4%	3%	-7%	23	1%[57.1 µM]	-4%[57.1 µM]	-3%	u	-1%
Cc1ccc(S(=O)(=O)N2CCC(CN3C(=O)c4cccc5cccc(c45)C3=O)CC2)cc1	-4%	2%	9%	0	142%[activator]	28%[57.1 µM]	2%	-19%	-6%
CCN1C(=O)C(CC(=O)Nc2ccc(F)cc2)N(CCc2ccc(OC)cc2)C1=S (stereo not drawn)	-1%	2%	13%	-3	1%[57.1 µM]	20%[57.1 µM]	0%	-18%	-1%
CC1(C(=O)NC2CCCCCCC2)CCC(=O)N1CCN1CCOCC1 (stereo not drawn)	0%	-6%	10%	-11	10%	u	-2%	-14%	2%
O=C(Nc1ccc(F)cc1)Nc1ccccc1NS(=O)(=O)c1cccs1	-1%	10%	11%	-5	-6%	18%	-3%	-12%	-1%
Cc1ccc(C(CC(=O)O)NC(=O)c2ccc(S(=O)(=O)N3CCCC3)cc2)cc1 (stereo not drawn)	-5%	-1%	10%	-9	-3%	4%	4%	-18%	-1%
Cc1ccc(S(=O)(=O)Nc2ccccc2CNc2ncc(Br)cc2Br)cc1	-3%	3%	-1%	-1	1%	15%	10%	-10%	0%
CCCCNC(=O)CSc1nc2cc3c(cc2c(=O)n1CCCN(CC)CC)OCO3	-3%	3%	-32%	-1	-7%	-6%	0%	-22%	0%
